EWS-Fli inh – EWS/Fli-driven NR0B1 reporter inhibitors, primary screen, A673 cells, NR0B1 luciferase, luminescence, MLPCN library | 350,000 tested, 0.67% active | inhibition, % at 12.6 µM | AID 651661, 2012 | viability-normalised;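 active = mean inhibition of at least 50% after viability correction, with every replicate also passing that limit; inconclusive = mean reaches 50% but only one of two replicates passes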;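 also: firefly luciferase signal divided by Alamar Blue viability fluorescence both relative to DMSO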
LGR2 antag – inhibitors of bursicon-induced LGR2 CRE-luciferase signal, primary screen, cell-based, HEK293, CRE-luciferase reporter, bursicon stimulation | inhibition, % at 9.99 µM | AID 720647, 2013 | 380,000 tested, 0.35% active | bursicon-stimulated, 4 h;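 active = drop in luminescence signal, shown as inhibition above about 50% in the replicate tests, limit read from the data, passing the limit was not always enough; inconclusive = probably only some replicates passing the limit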;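 also: agonist challenge used bursicon conditioned medium at about half maximal strength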
ARNT TACC3 PPI – disruptors of ARNT/TACC3 protein interaction, primary screen, biochemical, AlphaScreen, single concentration; AlphaScreen His-ARNT PAS-B/GST-TACC3 binding, luminescence; TACC3 fragment carries E629A point mutation; inhibition, % at 9.99 µM; AID 623870, 2012; 390,000 tested, 0.66% active; Transforming acidic coiled-coil-containing protein 3 (Homo sapiens), Q9Y6A5;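 active = mean inhibition of replicates at least 50% and at least half of replicates each reaching 50%; inconclusive = half or more replicates reach 50% but mean below 50%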;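 also: 0% = complete ARNT plus TACC3 wells and 100% = ARNT alone without TACC3; many hits fall short of the cut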
PAX8 inh HTS – inhibitors of PAX8-driven TPO luciferase reporter, primary screen, RMG-I cells, single concentration | 360,000 tested, 1.2% active | inhibition, % at 12.6 µM | SteadyGlo, 24 h;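 active = mean replicate inhibition at least 60% with every replicate also reaching 60%; inconclusive = only one of the two criteria is met; inactive = mean below 60% and not all replicates reaching 60%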;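 also: luciferase light reporting Pax8 driven TPO promoter activity; plate controls were median of neutral control wells for no effect and mitoxantrone controls for full effect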
DENV2 CPE – inhibitors of DENV2 cytopathic effect, primary screen, cell-based, plate reader, single concentration; DENV2-infected cells, cytopathic effect rescue; CPE inhibition, % at 9.99 µM; 350,000 tested, 1.7% active; in the data active = CPE inhibition above about 20%, passing the limit was not always enough; inconclusive = no clear call, values can overlap the other calls; tested in BHK-21 cells;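 also: 0% = median of neutral control wells and 100% = median of positive control wells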
CASP6 VEID inh – human caspase-6 inhibitors, primary screen, biochemical, VEID-R110 fluorescence, single point, set 2. 350,000 tested, 0.53% active. purified caspase-6, Z-VEID-R110 cleavage fluorescence. AID 686996, 2013. inhibition, % at 12.5 µM;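 active = mean inhibition across replicates at least about 35%, with every replicate also reaching that limit, limit read from the data; inconclusive = only one of the two criteria met; inactive = neither criterion met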;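 also: 0% = median of neutral control wells and 100% = no fluorescence left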
Target sequence (P55212 24-179 limits assumed): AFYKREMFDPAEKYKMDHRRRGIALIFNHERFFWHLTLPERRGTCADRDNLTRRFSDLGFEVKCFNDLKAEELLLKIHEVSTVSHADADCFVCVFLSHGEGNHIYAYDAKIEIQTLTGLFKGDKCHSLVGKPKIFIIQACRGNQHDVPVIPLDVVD
Target sequence (P55212 194-293 limits assumed): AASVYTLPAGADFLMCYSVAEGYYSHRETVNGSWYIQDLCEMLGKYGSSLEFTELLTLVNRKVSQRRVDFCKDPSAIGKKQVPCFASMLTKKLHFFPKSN
SIRT5 inh – SIRT5 desuccinylase inhibitors, primary screen, biochemical, fluorescence imaging, single point, set 5 | NAD-dependent protein deacylase sirtuin-5, mitochondrial (Homo sapiens), Q9NXA8 | Purified SirT5, succinyl-peptide AMC, trypsin-coupled fluorescence | inhibition, % at 15 µM | 330,000 tested, 1.1% active | AID 652115, 2013; in the data active = inhibition above about 15%; inconclusive = no clear call, values can overlap the other calls
Target sequence (Q9NXA8 whole entry, looked up): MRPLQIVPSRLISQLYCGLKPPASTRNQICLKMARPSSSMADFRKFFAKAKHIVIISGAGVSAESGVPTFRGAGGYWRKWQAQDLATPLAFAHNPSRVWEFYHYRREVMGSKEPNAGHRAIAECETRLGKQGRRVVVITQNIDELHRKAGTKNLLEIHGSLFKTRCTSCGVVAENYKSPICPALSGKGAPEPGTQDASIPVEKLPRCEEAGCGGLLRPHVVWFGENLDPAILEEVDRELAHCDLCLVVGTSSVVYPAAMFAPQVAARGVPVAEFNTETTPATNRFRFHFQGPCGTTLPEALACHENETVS
* hit, by the source's call; ? = inconclusive; . = no result given; & = joins results of further samples.

#1 CCn1c(O)c(C=Nc2ccccc2)n(-c2ccccc2)c1=S
#2 COC(=O)C[C@@H]1C[C@@H]2c3cc(NS(=O)(=O)c4ccc(OC)cc4)ccc3O[C@@H]2[C@@H](CO)O1
#3 Cc1cccc(OCc2nnc(SCC(=O)N3CCN(C(=O)c4ccco4)CC3)n2C)c1C
#4 CCN(CC(=O)Nc1ccc(NC(C)=O)cc1)Cc1c(O)ccc2cc(Br)ccc12
#5 CN1CCN(C(=O)[C@H]2[C@H](CO)[C@H]3Cn4c(cccc4=O)[C@@H]2N3S(=O)(=O)c2ccccc2F)CC1
#6 O=C(O)c1ccccc1NCCO
#7 COc1ccc2c3c(n(C)c2c1)[C@@H](CO)N(C(=O)c1ccncc1)CC31CCN(CC2CC2)CC1
#8 O=C(C1CC1)N1CC(=O)N2[C@H](CO)[C@H](c3ccc(C#CC4CCCC4)cc3)[C@@H]2C1
screen / no.	1	2	3	4	5	6	7	8
EWS-Fli inh	.	4	0	3	7	-5	9	-3
LGR2 antag	-20	15	32	-1	-14	2	14	4
ARNT TACC3 PPI	.	-9	-11	-4	0	.	.	.
PAX8 inh HTS	.	6	.	22	-20	6	.	18
DENV2 CPE	.	6	-1	-3	13	-4	8	-1
CASP6 VEID inh	-1	.	-1	1	-1	-2	-2	3
SIRT5 inh	-4	.	-5	-5	5	-13	0	-7

Part of the list above, with bars between the fields:
item | Compound | EWS-Fli inh | LGR2 antag | ARNT TACC3 PPI | PAX8 inh HTS | DENV2 CPE | CASP6 VEID inh | SIRT5 inh
7 | COc1ccc2c3c(n(C)c2c1)[C@@H](CO)N(C(=O)c1ccncc1)CC31CCN(CC2CC2)CC1 | 9 | 14 | . | . | 8 | -2 | 0
1 | CCn1c(O)c(C=Nc2ccccc2)n(-c2ccccc2)c1=S | . | -20 | . | . | . | -1 | -4
3 | Cc1cccc(OCc2nnc(SCC(=O)N3CCN(C(=O)c4ccco4)CC3)n2C)c1C | 0 | 32 | -11 | . | -1 | -1 | -5

Following part.
#9 CC(=NNC(=O)COc1cccc(C)c1)c1cccnc1
#10 CNC[C@@H]1OCCCC[C@H](C)Oc2ccc(NS(=O)(=O)c3c(C)noc3C)cc2C(=O)N([C@@H](C)CO)C[C@@H]1C
#11 C[C@@H]1CCCCO[C@H](CN(C)C(=O)Cc2ccccc2)[C@H](C)CN([C@@H](C)CO)C(=O)c2cc(NC(=O)C3CCCCC3)ccc2O1
#12 CC(Oc1cccc(Cl)c1)C(=O)Nc1ccc(S(=O)(=O)NC2=NCCCCC2)cc1 (configuration not stated)
#13 CC1CCN(C(=S)NC(=O)c2ccc(F)cc2)CC1
#14 Cc1cc(SCC(=O)OCC(=O)N(CCC#N)c2ccccc2)nc2ccccc12
#15 C[C@H]1CCC(=O)N([C@H](CN=[N+]=[N-])Cc2ccccc2)CC1
#16 CON(C)S(=O)(=O)c1cccc(C(=O)N(CC(=O)Nc2ccccc2C(F)(F)F)Cc2ccco2)c1
screen / no.	9	10	11	12	13	14	15	16
EWS-Fli inh	-12	-11	-4	9	1	-3	1	0
LGR2 antag	-19	-37	4	-3	-16	13	-10	4
ARNT TACC3 PPI	-43	-8	-1	4	-2	-1	3	-1
PAX8 inh HTS	-23	1	-8	-2	-6	.	7	1
DENV2 CPE	1	132*	3	-6	6	7	-5	-2
CASP6 VEID inh	-1	.	.	2	1	3	-4	1
SIRT5 inh	-1	.	.	-5	1	5	-1	-4

#17 O=C(CN1CCOCC1)Nc1nc(-c2ccc3c(c2)CCN3S(=O)(=O)c2ccccc2)cs1
#18 CC1CCCC(NCC(O)COC(c2ccc(F)cc2)c2ccc(F)cc2)C1C (configuration not stated)
#19 NNC(=O)c1nnn(-c2nonc2N)c1CN1CCc2ccccc2C1
#20 CO[C@H]1CN(C)C(=O)c2cc(NC(C)=O)ccc2OC[C@@H](C)N(C(=O)C2CC2)C[C@H]1C
#21 N#Cc1ccc(-n2nnc3ccccc3c2=O)c([N+](=O)[O-])c1
#22 COc1cccc(-c2cnc3c(NC=O)cc(-c4ccc(S(C)(=O)=O)cc4)cn23)c1
#23 Cc1ccc(NC(=O)c2ccc(OCC3CCCO3)cc2)cc1 (configuration not stated)
#24 O=c1ccc2ccc(O[C@@H]3O[C@H](CO)[C@@H](O)[C@H](O)[C@H]3O)c(O)c2o1
screen / no.	17	18	19	20	21	22	23	24
EWS-Fli inh	.	41	8	-5	-6	1	-77	3
LGR2 antag	12	9	-6	14	-1	10	13	7
ARNT TACC3 PPI	.	2	10	-6	-5	.	1	-6
PAX8 inh HTS	.	?	19	.	16	39	-142	21
DENV2 CPE	.	.	-3	-10	-7	15	5	6
CASP6 VEID inh	-1	2	1	.	0	3	-6	-2
SIRT5 inh	-3	-3	.	-3	-2	-3	-2	.

#25 CC(C)CC(CO)N1CCN(C(=O)c2cccc(Cl)c2)CCC1=O (configuration not stated)
#26 Cc1nc(SCC(=O)Nc2cc(C)on2)c2c(=O)n(C)c(=O)n(C)c2n1
#27 COc1cc(OC)cc(C(=O)Nc2ccc(NC(=O)c3ccco3)c(C)c2)c1
#28 O=C(O)c1cccc(S(=O)(=O)NCCC(c2ccccc2)c2ccccc2)c1
#29 COc1cccc(CN2CCCCN3[C@H](C2)[C@@H](c2ccc(C#Cc4cccnc4)cc2)[C@@H]3CO)c1
#30 CCCCNC(=O)CN1C(=O)NC2NC(=O)NC21 (configuration not stated)
#31 CCC(=O)Nc1ccc2c(c1)OC[C@H](C)N(CC1CC1)C[C@@H](C)[C@@H](OC)CN(C)C2=O
#32 COc1ccc(S(=O)(=O)Nc2ccc3c(c2)C(=O)N([C@H](C)CO)C[C@H](C)[C@H](CN(C)CC2CC2)O3)cc1
screen / no.	25	26	27	28	29	30	31	32
EWS-Fli inh	-3	2	-44	-5	27	-11	-1	4
LGR2 antag	4	.	-47	8	1	2	-23	-11
ARNT TACC3 PPI	-4	2	-12	-13	-2	-5	-3	-14
PAX8 inh HTS	12	8	-48	-22	13	-23	2	.
DENV2 CPE	-7	-3	4	0	-16	-7	?	-2
CASP6 VEID inh	0	-3	3	5	-4	0	-4	-1
SIRT5 inh	-2	3	.	1	-2	.	-2	-1

#33 O=C(CNC(=O)c1cccc(F)c1)N/N=C/c1ccc(O)c([N+](=O)[O-])c1
#34 O=C(CCCSc1nc2ccccc2[nH]1)NC(c1ccccc1)c1ccccc1
#35 C/C(=N/O)c1c(O)c(C)c(-c2ccccc2)n(-c2ccccc2)c1=O
#36 C#CCNC(=O)C1=C[C@H](C2CCCCC2)C[C@H](OCc2ccc(CO)cc2)O1
#37 O=S(=O)(c1cccc(Cn2nnc(-c3ccc(F)cc3)n2)c1)N1CCOCC1
#38 C[C@H](CO)N1C[C@H](C)[C@@H](CN(C)C(=O)Nc2ccccc2)OCc2ccccc2-c2ccccc2C1=O
#39 CCCCNS(=O)(=O)c1cc2c3c(c1)CCN3C(=O)CC2
#40 COc1cccc(C(=O)NNC(=O)C2CCCO2)c1 (configuration not stated)
screen / no.	33	34	35	36	37	38	39	40
EWS-Fli inh	-4	13	.	-9&-7	19	-4	7	-1
LGR2 antag	-8	-7	9	-20	-1	3	-12	-5
ARNT TACC3 PPI	0	0	0	-4	-2	-6	-6	-19
PAX8 inh HTS	0	30	14	-13&-8	11	.	-2	-3
DENV2 CPE	2	-1	.	10&4	8	-3	3	1
CASP6 VEID inh	-1	0	.	-1&2	1	1	1	-3
SIRT5 inh	-1	.	.	-5&-2	-2	5	1	.

#41 Cc1cccc2cc(COC(=O)c3cccs3)c(=O)[nH]c12
#42 O=C(Nc1nc(-c2ccco2)c(-c2ccco2)s1)c1cnccn1
#43 CC(=O)c1cccc(N(C(=O)CNC(=O)c2ccco2)C(C(=O)NC2CCCC2)c2ccc(C)o2)c1 (configuration not stated)
#44 Cc1ccc(N2CC(C(=O)N/N=C/c3sccc3C)CC2=O)cc1 (configuration not stated)
#45 Cc1cccc(N(Cc2ccccc2)C(=O)c2cccc(S(=O)(=O)N3CC(C)OC(C)C3)c2)c1 (configuration not stated)
#46 CCOC(=O)C(c1ccccc1)C(Nc1ccc(Cl)c(Cl)c1)c1ccccn1 (configuration not stated)
#47 Cc1ccc(-c2[nH]c3cc(C(N)=O)ccc3c(=O)c2O)cc1
#48 CN(CCOc1ccc(Cl)cc1)C(=O)c1cc(S(=O)(=O)N2CCOCC2)ccc1N1CCCC1
screen / no.	41	42	43	44	45	46	47	48
EWS-Fli inh	.	14	1	.	23	-1	-18	21
LGR2 antag	9	9	20	9	13	-3	.	2
ARNT TACC3 PPI	-4	.	-30	5	3	-1	-3	5
PAX8 inh HTS	4	-10	14	5	17	28	-18	19
DENV2 CPE	.	?	6	.	-7	6	-5	-6
CASP6 VEID inh	.	17	-1	.	0	1	-2	1
SIRT5 inh	.	-3	4	.	1	-2	.	3

#49 Cc1c(Cl)cnc(NC(=O)COC(=O)CNC(=O)c2ccccc2)c1Cl
#50 O=C(c1c(F)cccc1F)N1CCC(O)(c2ccc(F)cc2)CC1
#51 CCCN1[C@@H]2c3ccc(C4=CCCC4)c(=O)n3C[C@@H]2[C@@H](CO)[C@@H]1C(=O)NC1Cc2ccccc2C1
#52 CN(C(=O)CCN1CCCO1)C1CCCN(Cc2ccccc2F)C1 (configuration not stated)
#53 O=C(CSc1nc2ccccc2c(=O)[nH]1)Nc1ccc(Br)cc1
#54 O=C(Nc1cc(F)ccc1F)N[C@H]1CC[C@@H](CCn2cc(C3CC3)nn2)O[C@H]1CO
#55 COc1ccc(NC(C)=O)cc1NC(=O)c1c(C)noc1C
#56 COc1ccc(-c2nn(-c3ccccc3)cc2/C=C/C(=O)NCCCn2ccnc2)cc1OC
screen / no.	49	50	51	52	53	54	55	56
EWS-Fli inh	4	-4	1	-5	-5	0	-4	21
LGR2 antag	-5	11	-4	20	8	-1	-17	-10
ARNT TACC3 PPI	0	-4	-6	-4	-2	0	.	20
PAX8 inh HTS	-5	-4	.	-9	6	-5	-25	30
DENV2 CPE	15	-3	1	0	3	7	?	-3
CASP6 VEID inh	8	0	3	-10	0	1	-11	-5
SIRT5 inh	-1	1	2	-3	1	-2	.	10

#57 Cc1cc(=O)[nH]c(SCc2cccc3ccccc23)n1
#58 COc1cccc(NC(=O)CNC(=O)c2ccc(C)o2)c1
#59 COc1cc(C(C)=O)ccc1Oc1ncccn1
#60 CCOC(=O)CN1CC23C=CC(O2)C(C(=O)Nc2ccc(C(C)=O)cc2)C3C1=O (configuration not stated)
screen / no.	57	58	59	60
EWS-Fli inh	9	-2	1	-9
LGR2 antag	-6	3	-1	-8
ARNT TACC3 PPI	-15	-4	-4	-3
PAX8 inh HTS	23	-33	8	-15
DENV2 CPE	-1	0	?	0
CASP6 VEID inh	0	-2	-2	-1
SIRT5 inh	-5	0	-3	-2

Bioassay records from PubChem.
